NCI-60 one-dose screen, 48 h, at 10 µM unless noted. Numbers give growth in % (100 = growth as untreated, 0 = no growth, -100 = all killed).
UACC-62 – UACC-62 melanoma. 81,000 tested, 5.4% active. AID 1794756
SK-MEL-5 – SK-MEL-5 melanoma | AID 1794755 | 80,000 tested, 6.4% active
MDA-MB-435 – MDA-MB-435 melanoma | 82,000 tested, 7.8% active | AID 1794794
LOX IMVI – LOX IMVI melanoma | 79,000 tested, 7.4% active
UACC-257 – UACC-257 melanoma; 78,000 tested, 4.4% active
MALME-3M – MALME-3M melanoma | 78,000 tested, 5.8% active
SK-MEL-2 – SK-MEL-2 melanoma | 77,000 tested, 4.7% active
SK-MEL-28 – SK-MEL-28 melanoma. 81,000 tested, 4.1% active. AID 1794761
Numbers without * were called inactive; x = not tested or not shown; [ ] = remark or other dose. The calls were made as follows: active = growth percent below 10; inactive = the rest.

SMILES	UACC-62	SK-MEL-5	MDA-MB-435	LOX IMVI	UACC-257	MALME-3M	SK-MEL-2	SK-MEL-28
Nc1ccn([C@@H](C=O)C[C@@H](C=O)CO)c(=O)n1	102	103	106	102	103	105	108	100
CC(=O)OC1CC2C(C)(C)CCC[C@]2(C)C2=C1C(O)=C(C(C)C)C(=O)C2=O (some centres not stated)	-60*	-100*	-38*	-43*	-12*	x	-2.8*	-43*
COC(=O)c1nc(-c2ccccc2)oc1S(=O)(=O)NCCO	86	100	103	90	87	102	98	98
CCN(CC)CCCC(C)Nc1c2ccc(Cl)cc2nc2ccc(O)cc12 (configuration not stated)	82	35	27	0.1*	-58*	51	53	57
COc1cnc2c(c1)C(=O)c1c-2n(CCCn2ccnc2)c(=O)c2cc(Cl)ccc12	-43*	-50*	11	-52*	x	x	50	52
CC1=CCCC1	106	110	107	100	110	84	106	113
Oc1ccccc1CC=NC1CCCCC1	99	105	107	94	108	93	104	104
C=CCN1C(=O)CS/C1=N/S(=O)(=O)c1ccc(NNc2c3ccccc3nc3ccccc23)cc1	84	87	104	94	104	118	103	115
CN(C)c1ccc(C(=O)O)cc1	102	x	102	98	x	116	116	120
C/C(=N\N=C1/SCC(=O)N1c1ccccc1)c1ccco1	122	89	89	94	118	82	92	112
N#Cc1ncc(-c2cc(F)ccc2F)c(NC2CCCCCC2)n1	61	85	94	81	82	114	75	81
COc1ccc2[nH]c(C(=O)O)cc2c1	90	101	104	93	104	94	111	108
CCOC(=O)c1cc(CC)sc1N	113	103	99	95	x	99	90	105
CC(=O)c1cccc(Nc2ccnc(SCC(=O)c3ccc(Cl)cc3)n2)c1	82	97	98	94	110	114	100	104
Cc1cc(=O)n2n1-c1ccc(Cl)cc1NC(=O)C2	107	98	88	99	89	103	118	101
Nc1ccc(Nc2nccc(-c3ccc(Cl)cc3)n2)cc1	80	95	92	82	100	112	96	97
NCCNCCN	99	101	98	100	102	112	111	101
c1ccc(CCNc2ncnc3[nH]ncc23)cc1	86	x	112	89	96	114	127	114
COc1ncnc2c1cnn2C	99	101	107	98	106	126	x	111
CCOC(=O)c1cc(C(=O)c2ccc(Br)cc2)n2ccc3ccccc3c12	94	99	101	96	116	101	102	109
CCN(CC)Cc1nc2ccccc2c(=O)n1/N=C/c1cc(OC)c(OC)c(OC)c1	96	103	100	98	93	105	106	101
O=C1c2ccccc2C(=O)N1Nc1ccccc1	48	97	82	52	73	108	86	98
O=C(CCCCCCNC(=O)C(O)(O)C(F)(F)F)Nc1ccc(-c2ccccc2)cc1	-61*	-42*	7.7*	-77*	15	3.1*	-37*	5.1*
COc1ccc(CNc2ccc3nc(NC(=O)CN4CCCCCC4)sc3c2)cc1	74	68	94	79	86	96	85	101
CCOC(=O)c1cnn2c(-c3ccc(Cl)cc3)nc(NC(C)C)nc12	72	95	109	87	77	100	89	108
c1ccc(-c2n[nH]c(-c3ccccn3)n2)nc1	104	102	106	115	106	107	108	149
Cc1cc(C)n(CC#N)c(=O)c1C#N	99	101	112	x	101	102	118	110
N#C[C@@H]1CC2C=CC1C2 (some centres not stated)	117	106	106	109	113	x	119	121
Nc1c(-c2ccc(-c3ccccc3)cc2)nc2cnccn12	94	93	90	99	98	100	96	93
O=C(O)C(Cc1ccccc1)N1C(=O)C2C3CCC(C3)C2C1=O (configuration not stated)	105	96	109	103	101	105	103	119
Cc1ccc(C(=O)Nc2cccc(F)c2)cc1NC(=O)C1(c2ncnc3[nH]ccc23)CC1	55	74	74	42	x	35	14	83
C/C(=C\c1ccccc1)c1ccccn1	x	103	118	112	105	102	128	107
CCCCN(CCCC)CC(CC)N(CCCC)CCCC (configuration not stated)	116	98	105	99	92	108	x	110
CCCCCCCCCCCCCCCCOCCCOP(=O)(O)C1CCCN(O)C1=O (configuration not stated)	-13*	-66*	14	0.7*	18	20	36	38
CC(C)C(=O)Nc1ccc(Cl)cc1	110	117	108	108	94	113	x	120
O=C(Nc1ccccc1)Oc1ccc([N+](=O)[O-])cc1	102	103	109	105	106	104	98	101
Cn1c2ccccc2c2c3c(c4c5cc(F)ccc5oc4c21)C(=O)N(O)C3=O	75	76	86	60	99	80	96	103
CC(C)(C)C(=O)C[n+]1cc2ccccc2c2ccccc21	99	101	119	106	116	107	116	119
CCCCCCCCCCCCCCCCCCO	92	110	119	98	107	118	101	123
Cn1c2nc3ccccc3c-2cc2ccccc21	46	31	39	19	49	37	105	76
C=CCN1C=CC(=O)[C@H](O[Si](C)(C)C(C)(C)C)[C@@H]1/C=C/c1ccccc1	-78*[100 µM]	-85*[100 µM]	-48*[100 µM]	-44*[100 µM]	-76*[100 µM]	-57*[100 µM]	-57*[100 µM]	-68*[100 µM]
CCN(C)CCCOc1ccc(/C(=C(\C)Cc2cccc(OC)c2)c2ccc(OC(C)=O)cc2)cc1	98	99	97	97	109	97	103	x
Cc1ccc(C2OCC(C)([N+](=O)[O-])CO2)cc1 (configuration not stated)	89	102	120	111	113	94	99	105
O=[N+]([O-])c1ccc2c(c1)Cc1cc(I)ccc1-2	108	97	98	116	108	x	109	111
COc1cc2c(c(OC)c1OC)C(=O)CC(c1cccc(NC(=O)CNC(=O)OC(C)(C)C)c1)O2 (configuration not stated)	83	93	103	104	105	102	111	110
O=C(O)CCCCCCCCCCCCCCC(=O)O	95	103	109	99	96	101	103	106
Brc1ccc(N/N=C/c2c[nH]c3ccc(Br)cc23)nc1	-57*	-87*	-25*	-100*	7.1*	-57*	-57*	-51*
COc1cccc(-c2oc3ccccc3c(=O)c2O)c1	92	82	91	69	83	98	90	91
CSC(=O)NNc1nc2ccccc2s1	97	111	105	98	104	89	118	102
COc1cccc2cc(-c3cc4ccccc4[nH]3)/c(=N/C(=O)Nc3ccc(Cl)cc3)oc12	98	98	102	99	x	80	102	99
NC(N)=NCCCC(N=Cc1ccccc1)C(=O)O (configuration not stated)	98	100	103	103	98	107	103	112
CCCCO[C@@H]1C=C2[C@H]3CC(C)(C)C(=O)C[C@]3(C(=O)O[C@@H]3O[C@H](CO[C@@H]4O[C@H](CO)[C@@H](OC5OC(C)C(O)C(O)C5O)[C@H](O)[C@H]4O)[C@@H](O)[C@H](O)[C@H]3O)CC[C@@]2(C)[C@]2(C)CC[C@H]3C(C)(C)C(=O)CC[C@]3(C)[C@@H]12 (some centres not stated)	81	64	52	77	49	34	64	41
O=S(=O)(NCCCNc1nccc(-c2c(-c3cccc(F)c3)nc3sccn23)n1)c1ccc(C(F)(F)F)cc1	80	91	74	87	110	127	90	116
NS(=O)(=O)c1ccc(CCn2c(SCC(=O)N/N=C/c3ccccc3Cl)nc3ccccc3c2=O)cc1	50	45	19	55	88	76	49	83
COc1ccc(Nc2c3sc4cc(OC)ccc4nc-3c3ccccc3c2=O)cc1	85	64	103	74	89	102	105	89
O=C(CCC(=O)c1nc2ncccc2[nH]1)NN1C(=O)CSC1c1ccccc1Br (configuration not stated)	83	97	92	89	103	94	104	126
Nc1cccc2c1C(=O)c1cccc(Cl)c1C2=O	84	106	110	97	112	108	x	118
CCCCOc1ccc(/C(C)=N/Nc2cc(C)nc3ccc(Br)cc23)cc1	98	97	93	34	114	145	108	106
COc1cccc(C2SCC(=O)N2NC(=O)c2ccc(C)nc2)c1 (configuration not stated)	93	106	102	94	97	103	117	116
OCC1CCCC1	103	101	103	97	100	77	103	109
(cont.)
SMILES	UACC-62	SK-MEL-5	MDA-MB-435	LOX IMVI	UACC-257	MALME-3M	SK-MEL-2	SK-MEL-28
CC(C)(C)OC(=O)NCCC1SC2C=CC1C2 (configuration not stated)	95	98	98	90	83	99	73	110
O=C1c2[nH]c3ccccc3c2CC1N1C(=O)c2ccccc2C1=O (configuration not stated)	109	116	102	94	97	116	106	114
NC(N)=NC(=S)Nc1ccc(Cl)cc1	96	104	99	99	99	98	109	137
COC(=O)[C@]12CC[C@@H](C)[C@H](C)[C@@H]1C1=CC[C@@H]3[C@@]4(C)C[C@@H](O)[C@H](O)[C@@](C)(CO)C4=CC[C@@]3(C)[C@]1(C)CC2	x	-99*	-53*	-100*	x	-75*	-37*	-81*
C=C(C)C12C=C(C)C[C@@](C)(CC3[C@@]4(C)CC[C@H](O)C(C)(C)C4CC[C@]31C)C2=O (some centres not stated)	83	99	102	85	99	101	91	113
CCCCc1n(Cc2ccc3ccccc3c2)cc[n+]1Cc1ccc2ccccc2c1	-86*	-98*	-77*	-88*	-34*	-53*	x	-55*
CC1CCc2cc(F)cc3c(=O)c(C(=O)O)cn1c23 (configuration not stated)	93	102	95	69	101	100	125	120
Cc1cccc(C)c1N1C(c2ccccc2)=NNC12C=CC(=O)c1c(O)cccc12 (configuration not stated)	25	-37*	-90*	8.0*	58	63	x	110
COc1ccc(O)cc1	103	99	101	94	98	109	105	128
COc1cc(-c2cc(-c3ccccc3)nc3nc(NN)[nH]c(=O)c23)cc(OC)c1OC	100	93	102	93	105	82	95	102
C/C=C/C(=O)NCC(=O)O	104	101	96	95	100	97	97	112
CN(C)c1ccc(-c2nc3ncc(Br)cc3o2)cc1	87	100	115	98	104	118	92	120
CCCCC1Nc2nc(SC)n(C)c(=O)c2CN(Cc2ccccc2)C1=O (configuration not stated)	86	96	99	89	90	132	90	122
O=C(Oc1ccc(/C=C/c2cc(OC(=O)c3ccccc3)cc(OC(=O)c3ccccc3)c2)cc1)c1ccccc1	99	99	101	94	99	91	110	106
O=C1/C(=C/c2cccs2)CCC/C1=C\c1cccs1	77	83	81	92	97	x	96	102

Among those listed so far, 16 have sulfur.
SMILES	UACC-62	SK-MEL-5	MDA-MB-435	LOX IMVI	UACC-257	MALME-3M	SK-MEL-2	SK-MEL-28
COC(=O)c1nc(-c2ccccc2)oc1S(=O)(=O)NCCO	86	100	103	90	87	102	98	98
C=CCN1C(=O)CS/C1=N/S(=O)(=O)c1ccc(NNc2c3ccccc3nc3ccccc23)cc1	84	87	104	94	104	118	103	115
C/C(=N\N=C1/SCC(=O)N1c1ccccc1)c1ccco1	122	89	89	94	118	82	92	112
CCOC(=O)c1cc(CC)sc1N	113	103	99	95	x	99	90	105
CC(=O)c1cccc(Nc2ccnc(SCC(=O)c3ccc(Cl)cc3)n2)c1	82	97	98	94	110	114	100	104
COc1ccc(CNc2ccc3nc(NC(=O)CN4CCCCCC4)sc3c2)cc1	74	68	94	79	86	96	85	101
CSC(=O)NNc1nc2ccccc2s1	97	111	105	98	104	89	118	102
O=S(=O)(NCCCNc1nccc(-c2c(-c3cccc(F)c3)nc3sccn23)n1)c1ccc(C(F)(F)F)cc1	80	91	74	87	110	127	90	116
NS(=O)(=O)c1ccc(CCn2c(SCC(=O)N/N=C/c3ccccc3Cl)nc3ccccc3c2=O)cc1	50	45	19	55	88	76	49	83
COc1ccc(Nc2c3sc4cc(OC)ccc4nc-3c3ccccc3c2=O)cc1	85	64	103	74	89	102	105	89
O=C(CCC(=O)c1nc2ncccc2[nH]1)NN1C(=O)CSC1c1ccccc1Br (configuration not stated)	83	97	92	89	103	94	104	126
COc1cccc(C2SCC(=O)N2NC(=O)c2ccc(C)nc2)c1 (configuration not stated)	93	106	102	94	97	103	117	116
CC(C)(C)OC(=O)NCCC1SC2C=CC1C2 (configuration not stated)	95	98	98	90	83	99	73	110
NC(N)=NC(=S)Nc1ccc(Cl)cc1	96	104	99	99	99	98	109	137
CCCCC1Nc2nc(SC)n(C)c(=O)c2CN(Cc2ccccc2)C1=O (configuration not stated)	86	96	99	89	90	132	90	122
O=C1/C(=C/c2cccs2)CCC/C1=C\c1cccs1	77	83	81	92	97	x	96	102

Bioassay records (PubChem BioAssay)
